TRPC6 activator: mouse TRPC6 channel activators, primary screen, cell-based, HEK293, membrane potential dye; B-score at 10 µM; 310,000 compounds, 0.13% hits; HEK293-TRPC6 membrane potential dye fluorescence; stronger effect = higher value; AID 2550, 2010;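 active = B-score of the integrated fluorescence ratio above library mean plus 3 SD, and starting fluorescence ratio within library mean plus 5 SD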;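 note: higher score means more depolarization so channel activation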
MrgX1 ag: agonists of human MrgX1 receptor, primary screen, HEK293 cells, Fluo-4 calcium flux; Mas-related G-protein coupled receptor member X1 (Homo sapiens), Q96LB2; B-score at 10 µM; Fluo-4 calcium fluorescence, agonist mode; stronger effect = higher value; AID 588627, 2011; 310,000 compounds, 0.44% hits;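 active = calcium response B-score plate-corrected fluorescence ratio at least 3 library SD, with starting fluorescence B-score inside 5 SD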
Target sequence (Q96LB2 whole entry, looked up): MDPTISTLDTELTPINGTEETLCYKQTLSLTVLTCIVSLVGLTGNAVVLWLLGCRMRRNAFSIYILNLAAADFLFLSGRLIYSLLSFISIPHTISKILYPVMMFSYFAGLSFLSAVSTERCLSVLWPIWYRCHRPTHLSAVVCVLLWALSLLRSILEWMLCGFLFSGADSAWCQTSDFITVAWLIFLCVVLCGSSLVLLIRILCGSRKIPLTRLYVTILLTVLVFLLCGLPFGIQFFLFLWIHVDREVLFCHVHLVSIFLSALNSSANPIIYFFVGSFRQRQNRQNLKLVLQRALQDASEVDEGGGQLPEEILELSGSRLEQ
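Test system: HEK293 cells stably expressing human MrgX1 receptor; amount: 15,000 cells per well; doses: compound delivered in addition one of three; times: overnight plating before 1 h dye loading; detection: Fluo-4 NW calcium-flux fluorescence, kinetic read; read-out basis: B-scored fluorescence response ratio; controls: positive and negative controls per plate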
MrgX1 antagonist: antagonists of human MrgX1 receptor, primary screen, HEK293 cells, Fluo-4 calcium flux; BAM8-22 antagonism; stronger effect = lower value; 310,000 compounds, 1.3% hits; B-score at 10 µM;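 active = calcium-response B-score plate-corrected more than 3 library SD below zero, starting fluorescence within 5 deviations, no agonist response on first addition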;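 note: peak minus trough fluorescence over baseline after final BAM8-22 challenge near maximal dose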
HIF activator: HIF pathway transcriptional activators, primary screen, cell-based, U2OS HRE-luciferase, luminescence. U2OS HRE-luciferase reporter; normalized: DMSO 0%, desferrioxamine 100%. activation, % at 7.5 µM (by protocol). 300,000 compounds, 0.32% hits;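 active = mean activation of at least 10% of the iron chelator positive control signal, with at least half of replicates also reaching 10%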
Platelet DG rel: inhibitors of platelet dense granule secretion, primary screen, cell-based, MLPCN, human platelets. human platelet-rich plasma, SFLLRN dense granule ATP release, luminescence. inhibition, %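 (compounds screened at 7.5 µM in platelet-rich plasma)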. 300,000 compounds, 0.22% hits. AID 1663, 2009;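 active = mean replicate score, as percent of positive control, at or above 50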
RGS4 inh: RGS4 inhibitors, primary screen, cell-based, HEK293 M3R inducible RGS4, calcium flux. Fluo-4 calcium flux; stronger effect = higher value; triggered by carbachol at its EC20. B-score at 10 µM. 310,000 compounds, 0.45% hits. AID 463165, 2010;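 active = B-score, a plate-corrected calcium signal, over three deviations above library mean, with baseline fluorescence within five deviations of library mean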;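 note: RGS4 expression induced by doxycycline in cells with stable M3 receptor; B-score is computed from the integrated fluorescence ratio over baseline after carbachol; higher B-score means a larger calcium signal and so more RGS4 inhibition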
Target sequence (P49798 whole entry, looked up): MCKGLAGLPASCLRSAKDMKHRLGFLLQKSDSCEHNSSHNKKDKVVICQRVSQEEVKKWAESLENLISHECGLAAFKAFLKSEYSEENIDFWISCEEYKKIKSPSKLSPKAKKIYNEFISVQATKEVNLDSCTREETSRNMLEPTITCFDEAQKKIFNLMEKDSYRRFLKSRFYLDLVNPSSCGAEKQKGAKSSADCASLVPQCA
RGS4 act: RGS4 potentiators or activators, primary screen, cell-based, HEK293 M3R inducible RGS4, calcium flux | carbachol calcium flux Fluo4; stronger effect = lower value | B-score at 10 µM | 310,000 compounds, 0.92% hits | AID 463111, 2010;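 active = B-score of the integrated calcium signal more than 4 SD below the library mean, with starting fluorescence not abnormally high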;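 note: negative B-score means reduced calcium response which marks RGS4 activation or potentiation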
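test system = M3R-expressing HEK293 line, RGS4 induced by doxycycline | probe or stimulus = carbachol at ECmax as muscarinic agonist stimulus | timing = dye loading 30 min 37 °C, buffer rest 30 min RT | signal = calcium dye Fluo4 fluorescence | evaluation = B score from integrated fluorescence ratio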
TRPC6 inhibitor: mouse TRPC6 channel inhibitors, primary screen, cell-based, HEK293, membrane potential dye; AID 2553, 2010; ACh-evoked depolarization; stronger effect = lower value; 310,000 compounds, 1.1% hits; Short transient receptor potential channel 6 (Mus musculus), Q61143; B-score at 10 µM;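 active = B-score under library mean minus 3 SD, initial fluorescence not abnormally high, positive integrated signal ratio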;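 note: B-score derived from integrated fluorescence ratio over the kinetic read; more negative B-score means stronger inhibition of depolarization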
SKKanGAS inh: S. pyogenes SKKanGAS growth inhibitors in kanamycin, primary screen, streptokinase expression inhibitor project, SKKanGAS strain, BacTiter-Glo luminescence. 6 h. inhibition, % at 7.5 µM. 300,000 compounds, 1.3% hits. AID 1662, 2009;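 active = mean replicate score, as percent of positive control median, at least 50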;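 note: strain carries kanamycin resistance gene driven by streptokinase promoter and grows in 40 µg/ml kanamycin; loss of luminescence reflects streptokinase promoter inhibition or plain growth inhibition; 0% = median of DMSO wells and 100% = positive control at its reference dose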
MrgX1 PAM: positive allosteric modulators of MrgX1, primary screen, HEK293 cells, Fluo-4 calcium flux | B-score at 10 µM | 310,000 compounds, 0.63% hits | FDSS; stronger effect = higher value | Mas-related G-protein coupled receptor member X1 (Homo sapiens), Q96LB2;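 active = plate-corrected calcium response at least 3 library SD above typical, normal starting fluorescence, not activating the receptor alone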;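 note: compound read alongside a low EC10 to EC30 dose of BAM8-22 agonist; peak minus trough fluorescence over baseline measured at the second addition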
TRPC4 inh: inhibitors of mouse TRPC4 channel, primary screen, Fluo4 calcium, HEK293 TRPC4beta/mu-opioid cells; 300,000 compounds, 0.39% hits; Short transient receptor potential channel 4 (Mus musculus), Q9QUQ5; DAMGO-evoked Fluo4 calcium flux; stronger effect = lower value; AID 2247, 2010; B-score at 10 µM;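 active = B-score over 3 SD under the library average, no early fluorescence shift, positive overall ratio signal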
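System: stable TRPC4beta/mu-opioid receptor HEK293 cells; Dosing: single-point compound dosing; Measured by: Fluo4 Ca2+ flux fluorescence; Read-out basis: per-well B score of integrated baseline-normalized Fluo4 ratio.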
Starred values were filed as active, the others as inactive; i = inactive; x = no result given.

SMILES | TRPC6 activator | MrgX1 ag | MrgX1 antagonist | HIF activator | Platelet DG rel | RGS4 inh | RGS4 act | TRPC6 inhibitor | SKKanGAS inh | MrgX1 PAM | TRPC4 inh
Cc1cccc2c(=O)c(C(=O)NCCCN3CCOCC3)c[nH]c12 | i | i | i | 0.3 | 7.3 | i | i | i | -1.3 | i | i
COc1ccc(NC(=O)COc2ccccc2F)cc1S(=O)(=O)N1CCCCC1 | i | i | i | 0.2 | 1.9 | i | i | i | -2.0 | i | i
COC(=O)c1cccnc1-n1c(=O)c2cccnc2n(Cc2ccc(Cl)cc2)c1=O | i | i | i | -1.1 | -1.2 | i | i | i | 3.3 | i | i
COc1ccc(C(=O)Nc2ccc3c(c2)C(=O)NC3=O)cc1 | i | i | i | -0.2 | -11.8 | i | i | i | -5.0 | i | i
C=CCNC(=O)CC(=O)N/N=C/c1ccc(C(=O)OC)cc1 | i | i | i | 0.0 | 7.7 | i | i | i | -3.0 | i | i
CCOC(=O)NC(O)C(=O)c1ccc(F)cc1 (stereo not drawn) | i | i | i | 0.1 | 0.9 | i | i | i | -9.7 | i | i
O=C(Nc1cc(C(F)(F)F)ccc1N1CCOCC1)c1ccc[n+]([O-])c1 | i | i | i | -0.1 | -8.9 | i | i | i | -6.8 | i | i
CN(C)c1ccc(/C=C/C#N)cc1 | i | i | i | 0.4 | 2.9 | i | i | i | -6.1 | i | i
O=c1c2ccccc2ncn1CCCSc1ccccc1 | i | i | i | 2.3 | -2.9 | i | i | i | -5.0 | i | i
O=c1[nH]c2ccccc2n1CCCSCCCn1c(=O)[nH]c2ccccc21 | i | i | i | 0.1 | -3.6 | i | i | i | 10.4 | i | i
CC[C@@]12C(=O)N(c3ccccc3)C(=O)N1[C@H](c1ccc(OC)cc1)[C@@H]1C(=O)N(C(C)(C)C)C(=O)[C@@H]12 | i | i | i | -1.0 | -4.8 | i | i | i | -1.9 | i | i
O=C(O)Cn1cc(C(=S)N2CCOCC2)c2ccccc21 | i | i | i | -0.1 | 4.5 | i | i | i | -0.1 | i | x
Cc1ccc(NC(=O)CCC(=O)n2nc(C)cc2C)c(C)c1 | i | i | i | 0.0 | -1.1 | i | i | -5.88* | 6.8 | i | i
CC(C)C(C(=O)NCC1CCCO1)N(CC1CCCO1)C(=O)CNS(=O)(=O)c1ccccc1 (stereo not drawn) | i | i | i | 0.9 | 7.3 | i | i | i | -11.0 | i | i
CC(Oc1ccc(C(C)(C)C)cc1)C(=O)NC1CC(C)(C)NC(C)(C)C1 (stereo not drawn) | i | i | i | -0.9 | -0.6 | i | i | i | -1.5 | i | i
NC(=O)c1ccc(NC(=O)Cn2c(=O)n(-c3ccccc3)c(=O)c3oc4ccccc4c32)cc1 | i | i | i | -0.1 | -1.5 | i | i | i | -0.9 | i | i
Cc1[nH]c2ccccc2c1/C=N/NC(=O)c1cccc(S(=O)(=O)Nc2ccccc2Cl)c1 | i | i | i | -0.4 | 4.9 | i | i | i | 26.5 | i | i
COc1ccc(C(CNC(=O)c2cccc(S(=O)(=O)Nc3ccccc3OC)c2)N2CCCC2)cc1 (stereo not drawn) | i | i | i | 1.2 | -10.9 | i | i | i | 19.8 | i | i
N#Cc1ccc(N2CCCNCC2)nc1 | i | i | i | 0.1 | -4.7 | i | i | i | 0.1 | i | i
O=C(O)c1cc(N=Cc2c(O)c3ccccc3oc2=O)ccc1O | i | i | i | 0.5 | 6.3 | i | i | i | 2.7 | i | i
CCNc1nc(NC(C)C)nc(N(C)C#N)n1 | i | i | i | 0.1 | -1.0 | i | i | i | 1.9 | i | i
CCN(CC)S(=O)(=O)c1ccc2c(c1)nc(CCC(=O)O)n2C | i | i | i | -0.1 | 60.5* | i | i | i | -6.6 | i | i
O=C(NCCCN1CCCCC1)C1CCN(c2ncnc3c2nc2n3CCCCC2)CC1 | i | i | i | 0.4 | 10.0 | i | i | i | 2.2 | i | i
CCOC(=O)c1ccc(NC2OC(=O)c3ccccc32)cc1 (stereo not drawn) | i | i | i | 2.6 | x | i | i | i | 4.0 | i | i
COc1ccc(/C=N/N=C2/NC(=O)C(CC(=O)NC(C)C)S2)cc1 (stereo not drawn) | i | i | i | 0.6 | -11.2 | i | i | i | 2.4 | i | i

Going on with the list:
SMILES | TRPC6 activator | MrgX1 ag | MrgX1 antagonist | HIF activator | Platelet DG rel | RGS4 inh | RGS4 act | TRPC6 inhibitor | SKKanGAS inh | MrgX1 PAM | TRPC4 inh
CCOc1ccc(C2=[N+]([O-])C(C)(C)N(O)C2(C)C)cc1 | i | i | i | 0.3 | -0.6 | i | i | i | -4.5 | i | i
CCn1c(Sc2ccc(N)cc2Cl)nc2ccccc21 | i | i | i | -0.2 | 6.4 | i | i | i | 6.6 | i | i
CN(CC(=O)Nc1ccccc1C(F)(F)F)C(=O)CCc1nc2sc3c(c2c(=O)[nH]1)CCCC3 | i | i | i | -0.9 | -1.7 | i | i | i | -6.2 | i | i
Cc1cc(C)n(-c2ccc(C(=O)Nc3ccc(N4CCOCC4)cc3)cc2)n1 | i | i | i | -0.5 | 6.9 | i | i | i | 5.9 | i | i
Cc1nc2ccccn2c1-c1csc(Nc2cccc(C(=O)O)c2)n1 | i | i | i | 0.3 | -1.6 | i | i | i | 2.0 | i | i
COc1ccc(NC(=O)Cn2c(=O)oc3cc(Cl)ccc32)c(OC)c1 | i | i | i | -1.8 | -1.7 | i | i | i | 1.4 | i | i
N#Cc1ccccc1Sc1ccccc1C(=O)OCC(=O)NC12CC3CC(CC(C3)C1)C2 | i | i | i | -10.8 | -8.4 | i | i | i | 19.4 | i | i
CC(=O)N(CCC1(C(C)C)CCOC(C)(C)C1)C(C)c1cccs1 (stereo not drawn) | i | i | i | -0.7 | 30.7 | i | i | i | 14.6 | i | i
O=C(Nc1cccc(Cl)c1)C1CCCN(S(=O)(=O)c2cnc[nH]2)C1 (stereo not drawn) | i | i | i | x | -2.3 | i | i | i | -2.8 | i | i
O=[N+]([O-])c1ccc(N2CCN(S(=O)(=O)c3ccccc3)CC2)cc1 | i | i | i | -2.1 | -9.7 | i | i | i | -12.0 | i | i
CS(=O)(=O)N(CC(=O)NCCSCc1ccco1)c1ccc2c(c1)OCO2 | i | i | i | -0.4 | 1.0 | i | i | i | -0.1 | i | i
O=C(Nc1ncc(Br)s1)C(Cc1ccccc1)n1cccc1 (stereo not drawn) | i | i | i | 0.1 | 6.9 | i | i | i | 17.8 | i | i
CCOC(=O)/C=C(/C)N1N=C(c2ccc(OC)cc2)CC1c1cccc([N+](=O)[O-])c1 (stereo not drawn) | i | i | i | 2.0 | 6.0 | i | i | i | -6.2 | i | i
COCc1[nH]nc2c1C(c1ccsc1)C(C#N)=C(N)O2 (stereo not drawn) | i | i | i | -0.7 | 8.2 | i | i | i | 1.1 | i | i
CCOc1ccccc1C(=O)N(Cc1ccccc1)Cc1cc2cc3c(cc2[nH]c1=O)OCCO3 | i | i | i | -0.3 | -3.6 | i | i | i | 10.0 | i | i
CC(C)(C)CC(=O)O/N=C(\N)c1ccncc1 | i | i | i | -0.3 | 0.8 | i | i | i | -3.1 | i | i
COC(=O)CSc1nnc(CNC(=O)c2ccc(OC)cc2OC)n1C | i | i | i | -0.6 | -2.8 | i | i | i | 2.1 | i | i
c1ccc(-c2nnc(-c3ccccc3)nn2)cc1 | i | i | i | 0.5 | 15.6 | i | i | i | -0.1 | i | i
COc1cc2c(cc1NC(=O)CSc1nnc(Cc3cccs3)n1C)oc1ccccc12 | i | i | i | -0.1 | 0.1 | i | i | i | -0.7 | i | i
O=C(O)c1ccc(CSc2nnc(-c3ccncc3)n2-c2ccc(Br)cc2)cc1 | i | i | i | 0.0 | -7.0 | i | i | i | -23.4 | i | i
CCOc1ccc(C(=O)NN2C(=O)C3C4C=CC(O4)C3C2=O)cc1 (stereo not drawn) | i | i | i | 0.2 | -5.4 | i | i | i | 6.3 | i | i
O=c1c2ccccc2[nH]c(=S)n1Cc1ccccc1 | i | i | i | -2.2 | 5.4 | i | i | i | 6.4 | i | i
CCO[C@H]1OC(C(=O)N2CCN(Cc3ccc4c(c3)OCO4)CC2)=C[C@@H](c2ccccc2)[C@@H]1CCCO | i | i | i | -3.0 | -9.4 | i | i | i | 6.4 | i | i
Cc1cc(N)ccc1NC(=O)c1ccccc1 | i | i | i | -0.6 | 5.2 | i | i | i | -7.2 | i | i
Cc1onc(-c2c(F)cccc2Cl)c1C(=O)Nc1nc2ccccc2[nH]1 | i | i | i | -0.2 | -5.9 | i | i | i | -9.2 | i | i
CN(C)C(=S)NC(=NCc1ccc([N+](=O)[O-])cc1)c1ccccc1 | i | i | i | 0.5 | -13.7 | i | i | i | -4.4 | i | i
COC(=O)/C=C/c1cnc2ccccc2c1 | i | i | i | 1.3 | 11.5 | i | i | i | -13.7 | i | i
O=C(N/N=C1\CCCc2ccccc21)c1ccc([N+](=O)[O-])cc1Cl | i | i | i | 1.4 | 3.6 | i | i | i | 1.8 | i | i
NC(=O)CC1NC(=O)c2ccccc21 (stereo not drawn) | i | i | i | -0.4 | -2.0 | i | i | i | 5.5 | i | i
COc1ccc(NC(=O)N2CCN(c3ccc([N+](=O)[O-])cc3)CC2)cc1OC | i | i | i | -0.5 | 9.4 | i | i | i | 0.4 | i | i

Assay outcomes: PubChem, several laboratories
